# CF NFkB inh: inhibitors of PAF-induced NF-kB signaling, primary screen, cell-based, GFP fluorescence, uHTS; KKLEB NF-kB-GFP reporter, GFP fluorescence overnight; inhibition, % at 5 µM; actives 0.86% (n = 360,000); AID 588850, 2011;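 active means at least 50% inhibition at 5 µM, scaled per plate between neutral and stimulator controls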;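 further: PAF is a Pseudomonas aeruginosa culture filtrate used as stimulus; plate controls were PAF-stimulated DMSO wells for no effect and unstimulated DMSO wells for full effect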
# NR2E3 ag-1: inhibitors of NR2E3-RetCOR corepressor binding, primary screen, NR2E3 agonist project, biochemical, TR-FRET, GST-NR2E3, biotin-RetCOR; Photoreceptor-specific nuclear receptor (Homo sapiens), Q9Y5X4; 1536-well; inhibition of corepressor binding, % at 4.78 µM; actives 0.12% (n = 320,000); AID 2300, 2010;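 active means percent inhibition above the cutoff of mean plus 3 SD of all tested compounds, set per screening campaign, cut at about 20% in these data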;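 further: 0% = DMSO wells and 100% = biotin wells as full block of FRET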
# Target sequence (Q9Y5X4 whole entry, looked up): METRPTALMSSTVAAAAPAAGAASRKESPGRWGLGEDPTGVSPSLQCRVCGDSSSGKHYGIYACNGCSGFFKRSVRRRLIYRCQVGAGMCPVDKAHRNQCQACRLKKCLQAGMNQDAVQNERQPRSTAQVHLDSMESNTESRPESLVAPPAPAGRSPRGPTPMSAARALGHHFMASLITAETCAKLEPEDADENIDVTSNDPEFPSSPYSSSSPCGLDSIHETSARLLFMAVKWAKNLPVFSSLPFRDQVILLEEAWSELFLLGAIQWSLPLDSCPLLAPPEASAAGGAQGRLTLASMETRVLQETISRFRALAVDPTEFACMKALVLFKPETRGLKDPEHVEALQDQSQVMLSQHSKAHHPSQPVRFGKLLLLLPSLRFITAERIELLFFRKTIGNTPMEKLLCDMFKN
#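 System: GST-tagged NR2E3 plus biotinylated RetCOR corepressor; Amount: 1.35 nM GST-tagged NR2E3 final; Dosing: single nominal compound dose of 4.8 µM; Schedule: 5 h incubation at 4 °C; Technique: TR-FRET with europium anti-GST and streptavidin-D2, 340 nm excitation; Controls: biotin wells as high control, 0.6% DMSO wells as low control.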
# KKLEB cytotox: cytotoxicity in KKLEB CF airway cells, primary screen, cytotoxicity control for CF NF-kB inhibitor project, cell-based, uHTS, fluorescence assay plates | KKLEB CF airway cells viability, ATPlite luminescence, overnight; hits give low values; cells stimulated with P. aeruginosa culture filtrate | actives 0.36% (n = 360,000) | activity change (cytotoxicity), % at 5 µM;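 active means corrected activity change at or below -50% at 5 µM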
# TWEAK-Fn14 inh: inhibitors of TWEAK-Fn14 signaling, primary screen, luciferase reporter cells, uHTS; TWEAK-stimulated Fn14 reporter cells, luciferase luminescence, 8 h; inhibition, % at 10 µM; actives 2% (n = 360,000); AID 1159606, 2016; in the data active means inhibition above about 50%
# HIF-2a inh: HIF-2a reporter inhibitors, primary screen, luminescence, 786-0 RCC cells. inhibition, % at 18.8 µM. actives 0.72% (n = 360,000). AID 624352, 2012. 786-0 RCC cells HIF-2a reporter, luciferase luminescence, overnight;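 active means inhibition of the luminescence signal of 40% or more relative to plate controls, in a single-dose primary screen at 18.75 µM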
# Shn3 inh set2: reduction of Shn3 3'UTR firefly luciferase signal, primary screen, Schnurri-3 inhibitor project, cell-based, Clone20 osteoblasts, set 2; Clone20 osteoblast Shn3 3'UTR firefly luciferase, 24 h; inhibition, % at 12.5 µM; actives 0.52% (n = 360,000); AID 588674, 2011;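 active means mean inhibition of at least 75% with every replicate also reaching 75%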;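 further: 0% = median of neutral control wells and 100% = pilot-screen positive control compound; some compounds past the cut are filed as inactive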
# NR2E3 ag-2: NR2E3 agonists in two-hybrid cells, primary screen, cell-based, luminescence, CHO-S, Gal4-NCOR/VP16-NR2E3; inhibition of corepressor binding, % at 3.98 µM; actives 0.35% (n = 360,000); AID 602229, 2012; Photoreceptor-specific nuclear receptor (Homo sapiens), Q9Y5X4; luciferase;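 active means inhibition above the mean of all tested compounds plus 3 SD, cut at about 70% in these data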;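 further: 0% = DMSO with NR2E3 transfected cells and 100% = cells lacking NR2E3 construct; higher means lower luciferase signal from less NR2E3 corepressor binding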
# TRAIL sens C8: viability loss with TRAIL in NB7+C8 cells, primary screen, TRAIL sensitizer project, cell-based, ATPlite luminescence; inhibition (viability loss, TRAIL sensitization), % at 10 µM; actives 1% (n = 360,000);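 active means compounds causing at least 50% loss of cell viability in the single-dose screen, relative to plate controls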
# TROY NFkB inh: inhibitors of TROY-driven NF-kB signaling, primary screen, Q293 LMP1-TROYcd cells, NF-kB luciferase, uHTS; actives 0.98% (n = 360,000); inhibition, % at 10 µM; Q293 LMP1-TROYcd NF-kB luciferase reporter, 4 h; AID 1347056, 2019;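 active means compounds whose plate-normalised and pattern-corrected inhibition of the luciferase reporter signal at the single screening dose is 50% or more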
# Peg3 prom inh: Peg3 promoter-driven luciferase inhibitors, primary screen, cell-based, HeLa, luciferase luminescence. actives 1.7% (n = 360,000). inhibition, % at 20 µM. HeLa PEG-Prom luciferase reporter, overnight;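 active means inhibition of at least 50% at 20 µM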
# MITF TRPM1 inh: inhibitors of MITF-dependent TRPM1 promoter reporter, primary screen, cell-based, SK-MEL-5, single point, luciferase | SK-MEL-5 TRPM1 promoter luciferase, 24 h | inhibition, % at 12.5 µM | actives 0.83% (n = 330,000);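 active means mean inhibition across replicates of 60% or more, whatever share of single replicates reaches that level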; further: values of inactives mirror those of a sister screen read the other way
# An asterisk follows results filed as active; / = no result given.
SMILES,CF NFkB inh,NR2E3 ag-1,KKLEB cytotox,TWEAK-Fn14 inh,HIF-2a inh,Shn3 inh set2,NR2E3 ag-2,TRAIL sens C8,TROY NFkB inh,Peg3 prom inh,MITF TRPM1 inh
COc1ccc(-n2c(=S)[nH]c3cc(C(=O)NCCCN4CCCC4=O)ccc3c2=O)cc1OC,-15,2,-10,3,3,10,9,-10,-3,16,7
CC(=O)c1nn(-c2cccc(C)c2)cc1C(=O)c1cccc(Br)c1,-4,0,7,-17,7,-2,2,-8,-1,7,-6
CC(NC(=O)COc1ccccc1)C(=O)NCc1ccc(S(N)(=O)=O)cc1 (stereo not drawn),-3,/,2,2,14,-4,11,-3,0,9,10
COc1ccc(CCC(C)NCC2CCCCC2)cc1 (stereo not drawn),-6,3,-7,-6,22,3,0,11,17,1,-4
COc1ccc(C2/C(=C(/O)c3ccc(Br)cc3)C(=O)C(=O)N2C)cc1OC (stereo not drawn),-13,6,3,-8,19,-11,15,1,19,11,-5
CC(C)=CCC[C@H](C)CC1Cc2[nH]c(=S)[nH]c(=O)c2C(c2ccc(F)cc2)O1 (stereo partly drawn),16,/,-3,16,5,6,4,34,13,4,/
CCc1ccc(NC(=O)C(=O)N/N=C(\C)CC(=O)Nc2ccc(OC)cc2)cc1,12,1,11,8,0,-8,-16,-3,-15,-28,5
CCc1cccc(C)c1NC(=O)CSc1n[nH]c(N)n1,2,/,7,3,6,1,-17,1,3,-9,4
CC(=O)N(C(C)=O)c1ncc2c([nH]c3ccccc32)c1C#N,90*,3,-44,55*,-20,19,-7,10,54*,34,35
Cc1ccccc1-c1nnc(-c2ccccc2)o1,-17,-1,-4,-15,-207,-122,-112,21,-51,-305,-41
Cn1nnnc1Sc1ncnc2scc(-c3ccc(Cl)cc3)c12,30,1,-43,75*,86*,82,16,36,64*,95*,90*
CCC1Oc2ccccc2N(CC(=O)NCCCN2CCCCC2CC)C1=O (stereo not drawn),13,3,11,-8,9,-9,-7,-11,9,2,-14
COc1ccccc1C(=O)NNC(=O)c1sccc1-n1cccc1,-11,1,3,4,22,0,-16,-1,16,6,-7
CCCCC(O)(CCN1CCOCC1)c1ccc(Cl)cc1 (stereo not drawn),9,-1,-9,4,13,10,8,17,3,3,-1
COc1ccc(-c2nnn(CC(=O)N(CCCN3CCOCC3)C(C(=O)NC3CCCC3)c3ccc(C)o3)n2)cc1 (stereo not drawn),-31,1,19,2,25,-2,-7,-14,4,8,-2
O=C(NCCc1ccccc1)C(c1cccs1)N(C(=O)c1csnn1)C1CC1 (stereo not drawn),-5,0,0,14,13,7,-4,17,-7,18,-4
O=C(O)/C=C/C(=O)NCCc1ccc(Cl)cc1,8,0,7,18,18,-14,-4,0,22,-5,-1
CC(=O)N1c2ccc(S(=O)(=O)N(C)CC(=O)NC3CCCC3)cc2CC1C (stereo not drawn),23,-5,-3,3,0,-36,-7,2,-6,-6,-3
CSc1nc2c(c(=O)n1-c1ccc(F)cc1)SCC2,-1,3,7,0,12,-13,-14,-6,2,3,0
COc1ccc(-c2nc(/C=C3\C(C)=Nc4ccccc43)c(O)o2)cc1,-12,2,2,10,7,1,-12,14,1,11,7
COc1ccc(OCc2cc(C(=O)N3CCCC(O)C3)no2)c2ccccc12 (stereo not drawn),-3,1,16,1,-215,-87,-101,19,-60,-303,-27
COc1ccc(C2CC(c3cccs3)Nc3nnnn32)cc1 (stereo not drawn),15,5,1,11,9,-9,-5,-10,18,10,-6
COCCn1c(SCC(=O)Nc2ccc3[nH]c(=O)[nH]c3c2)nc2ccccc2c1=O,-26,-1,20,8,17,-1,-13,-6,1,-7,-2
O=C(COC(=O)c1ccc2ncsc2c1)Nc1ncc(Cl)cc1Cl,11,-1,2,29,17,9,-16,-18,-6,-39,17
Cc1cccc2c1CC(C)(C)N=C2C1=C(O)CCCC1=O,-20,2,8,10,13,-6,-22,-12,1,10,12
O=C(c1cc([N+](=O)[O-])ccc1N1CCOCC1)N1CCN(S(=O)(=O)c2cc(Cl)ccc2Cl)CC1,19,1,-35,-35,17,12,9,6,-3,19,-4
COc1ccc(CN2C(=O)C(CC(=O)NCCCN(C)C)CC(C(=O)N3CCOCC3)=C2C)cc1 (stereo not drawn),-37,/,-2,-43,6,-14,9,-24,-8,-5,/
COc1ccc2ccccc2c1C1CC(=O)N2CN(C)CSC2=C1C#N (stereo not drawn),0,3,0,0,20,2,-17,-3,19,18,33
COc1ccc(CCN2CC(C(=O)NC3CCOCC3)CCC2=O)cc1 (stereo not drawn),0,1,-2,-1,-8,-17,-27,21,13,12,1
CCc1cc(C(=O)OC)c(NC(=O)CC2SC(N)=NC2=O)s1 (stereo not drawn),-16,3,1,-4,3,4,23,0,1,26,-21
O=C(COC(=O)CN1C(=O)c2ccccc2C1=O)Nc1ccc(S(=O)(=O)N2CCCC2)cc1,1,1,4,-13,16,-9,-3,38,4,9,-7
COc1ccc(NC(=O)Cc2ccsc2)c(OC)c1,2,0,12,35,-8,-18,-10,-14,0,-20,1
CS(=O)(=O)c1ccc(C(=O)N2CCc3ccccc3C2)cc1,-4,-5,7,-2,9,-8,-5,10,-1,9,1
O=C(NCCc1c[nH]c2ccccc12)C(=O)Nc1cc2c3c(c1)CC(=O)N3CCC2,7,6,0,4,-24,6,2,-7,22,-13,-15
Nc1nc2n(n1)C(c1cccc(Cl)c1)CC(c1ccc(F)cc1)N2 (stereo not drawn),24,5,-11,-12,-3,-37,8,12,-2,1,5
C=CCn1c(SC2CCOC2=O)nc2sc(C)c(C)c2c1=O (stereo not drawn),-13,-2,-2,3,20,4,-20,26,2,20,10
CC1=C(C(=O)N(C(C)C)C(C)C)CC(CC(=O)NCC2CCCCC2)C(=O)N1Cc1ccc(F)cc1 (stereo not drawn),-14,/,-4,9,19,-3,0,5,13,25,/
COc1ccc(C2(C)NC(=O)N(CC(=O)NCC(=O)Nc3ccc(F)c(F)c3F)C2=O)cc1OC (stereo not drawn),7,/,8,-27,6,9,-6,-5,-17,18,12
COc1ccc(NS(=O)(=O)c2cc([N+](=O)[O-])ccc2N/N=C\c2c(C)[nH]c3ccccc23)cc1,-35,-4,-2,10,-10,9,-8,17,14,27,8
O=C(O)C1CCC(N2C(=O)C3CCCCC3C2=O)CC1 (stereo not drawn),-20,-1,10,-3,11,-1,-10,-22,-5,0,-10

# Random excerpt: 4 entries already listed
SMILES,CF NFkB inh,NR2E3 ag-1,KKLEB cytotox,TWEAK-Fn14 inh,HIF-2a inh,Shn3 inh set2,NR2E3 ag-2,TRAIL sens C8,TROY NFkB inh,Peg3 prom inh,MITF TRPM1 inh
COc1ccc(-c2nnn(CC(=O)N(CCCN3CCOCC3)C(C(=O)NC3CCCC3)c3ccc(C)o3)n2)cc1 (stereo not drawn),-31,1,19,2,25,-2,-7,-14,4,8,-2
COCCn1c(SCC(=O)Nc2ccc3[nH]c(=O)[nH]c3c2)nc2ccccc2c1=O,-26,-1,20,8,17,-1,-13,-6,1,-7,-2
O=C(NCCc1c[nH]c2ccccc12)C(=O)Nc1cc2c3c(c1)CC(=O)N3CCC2,7,6,0,4,-24,6,2,-7,22,-13,-15
CCC1Oc2ccccc2N(CC(=O)NCCCN2CCCCC2CC)C1=O (stereo not drawn),13,3,11,-8,9,-9,-7,-11,9,2,-14

# Next section.
SMILES,CF NFkB inh,NR2E3 ag-1,KKLEB cytotox,TWEAK-Fn14 inh,HIF-2a inh,Shn3 inh set2,NR2E3 ag-2,TRAIL sens C8,TROY NFkB inh,Peg3 prom inh,MITF TRPM1 inh
Cc1cc(NC(=O)Nc2ccccc2F)ccc1Br,38,-1,0,0,-271,-25,-119,31,2,-300,-22
CC1(C(=O)NS(=O)(=O)Cc2ccccc2)CCN1C(=O)c1ccc(C2CCCCC2)cc1 (stereo not drawn),-5,/,0,2,5,6,-9,-8,-1,4,/
COc1ccc(NC(=O)/C(N=Nc2cccc(S(=O)(=O)Nc3ccc(SC(F)F)cc3)c2)=C(\C)O)cc1,30,/,12,-3,-9,-15,4,-14,-1,50*,6
CCCCNC(=O)N1CCN(S(C)(=O)=O)CC1,5,2,2,2,4,5,-14,2,-4,0,-1
COc1ccc(-c2ccc(C(=O)Nc3ccc(Cl)cc3)c3occc23)c(C)c1,-24,/,-6,-9,-300,-32,-184,7,27,-275,/
COc1ccc(-c2cc(C(=O)O)c3ccccc3n2)c(OC)c1,-7,2,7,8,20,-4,-15,-13,13,8,6
O=C(c1cnc2n(c1=O)CCS2)N1CCN(c2ccc([N+](=O)[O-])cc2)CC1,-27,0,31,-15,10,-17,-43,4,14,12,-7
CCC1(c2ccc(F)cc2)NC(=O)N(CC(=O)Nc2cccnc2Cl)C1=O (stereo not drawn),18,5,-3,-21,8,-9,5,-10,-17,11,-4
COC(=O)c1ccccc1NC(=O)CN1CCC(n2nnc3cc(F)ccc32)CC1,-5,0,0,-23,14,15,-17,-13,-1,7,6
O=C(Nc1ccc2[nH]c(=O)[nH]c2c1)c1cc(F)c(F)cc1Cl,0,2,1,-5,15,2,-1,-3,0,-3,-6
Cc1nnc(NC(=O)CSc2nc(C(C)C)nc3ccccc23)s1,27,6,-19,28,20,21,-17,18,6,38,17
CC(=O)OCC1=C(C(=O)O)N2C(=O)C(NC(=O)CCn3nc(C(F)(F)F)c(Br)c3C3CC3)C2SC1 (stereo not drawn),-5,4,2,10,21,-6,-11,1,5,-1,-11
Cc1n[nH]c(=O)nc1NCc1ccco1,4,0,-6,5,2,-3,-8,3,0,7,4
COc1ccc(-c2cc(=O)n(-c3nc4ccccc4[nH]3)[nH]2)cc1,13,0,-33,11,-137,15,-30,17,-40,-78,6
COc1ccc(-c2cc(NC=O)c3ncc(-c4ccc(OC)c(OC)c4)n3c2)c(OC)c1,60*,/,-28,10,10,37,7,-11,-1,47,/
O=C1CCCC/C1=C/Nc1ccc(C(=O)O)cc1,3,2,3,-1,-101,-5,7,-5,-25,-57,-53
O=c1c2[nH]c3ccc(F)cc3c2ncn1CCN1CCOCC1,1,-1,-4,8,2,-9,-12,-23,-9,-15,3
CCOc1cc(/C=C/C(=O)OCC(=O)NCC2CCCO2)cc(Cl)c1OC (stereo not drawn),-17,/,3,-1,8,7,-5,-22,-3,0,1
COc1ccc(OC)c(/C=C2\Oc3cc(OCC(=O)N4CCC(C(=O)O)CC4)ccc3C2=O)c1,-26,-1,0,11,6,-9,-33,10,-18,-2,11
CCCOc1ccc(CNC(=O)c2ccc3c(c2)N(CC)CCS3)cc1,10,0,2,5,1,2,-15,4,5,3,/

# This is a subset; rates above refer to the full screens.
